Bioassay records: PubChem, The Scripps Research Institute Molecular Screening Center
CHRM4 antagonist: blocks acetylcholine activation of human M4 receptor | inhibition, % at 3 µM | P08173 | actives 0.73% (n = 360,000) | CHO-hM4 cells, ACh EC80, Fluo-8 calcium fluorescence;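 active = inhibition above its plate's cutoff, the mean inhibition of sample wells plus 3 SD, cut at about 27% in these data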;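 also: 0% = acetylcholine EC80 with DMSO and 100% = DMSO without agonist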
Target sequence (P08173 whole entry, looked up): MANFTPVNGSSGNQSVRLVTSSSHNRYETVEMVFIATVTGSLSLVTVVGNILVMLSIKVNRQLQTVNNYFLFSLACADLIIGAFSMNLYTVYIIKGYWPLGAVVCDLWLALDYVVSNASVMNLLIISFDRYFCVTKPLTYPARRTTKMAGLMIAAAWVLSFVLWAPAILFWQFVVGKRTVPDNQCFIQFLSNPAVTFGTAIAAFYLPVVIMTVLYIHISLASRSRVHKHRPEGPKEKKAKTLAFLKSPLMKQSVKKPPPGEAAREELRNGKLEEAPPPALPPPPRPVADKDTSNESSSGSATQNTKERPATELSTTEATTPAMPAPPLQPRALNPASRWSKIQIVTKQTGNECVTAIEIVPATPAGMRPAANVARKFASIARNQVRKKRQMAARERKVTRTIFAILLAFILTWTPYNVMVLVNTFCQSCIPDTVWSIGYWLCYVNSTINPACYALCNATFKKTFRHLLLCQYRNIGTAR
CHRM5 antagonist: CHRM5 antagonism in calcium assay. P08912. actives 0.59% (n = 360,000). AID 624040. CHO-hM5 cells, Fluo-8 calcium fluorescence, ACh EC80. inhibition, % at 3 µM;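 active = inhibition above a per-plate cutoff, the mean of that plate's test compounds plus 3 SD, cut at about 27% in these data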;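 also: 0% = acetylcholine EC80 with DMSO and 100% = DMSO without agonist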
Target sequence (P08912 whole entry, looked up): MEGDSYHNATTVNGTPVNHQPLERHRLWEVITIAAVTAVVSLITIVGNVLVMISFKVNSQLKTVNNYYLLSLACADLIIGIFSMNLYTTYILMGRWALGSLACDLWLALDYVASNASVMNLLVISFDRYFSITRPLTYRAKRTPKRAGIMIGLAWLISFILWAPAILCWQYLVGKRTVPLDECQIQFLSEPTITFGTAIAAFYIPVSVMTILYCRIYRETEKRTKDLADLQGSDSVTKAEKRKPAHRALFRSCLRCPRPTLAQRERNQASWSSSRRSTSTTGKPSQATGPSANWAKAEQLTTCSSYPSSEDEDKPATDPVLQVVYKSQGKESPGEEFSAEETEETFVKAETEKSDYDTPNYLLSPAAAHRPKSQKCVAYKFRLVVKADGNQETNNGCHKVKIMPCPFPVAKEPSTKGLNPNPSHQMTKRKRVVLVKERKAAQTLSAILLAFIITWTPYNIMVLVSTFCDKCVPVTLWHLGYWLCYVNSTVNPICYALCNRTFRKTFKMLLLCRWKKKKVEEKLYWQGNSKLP
M4 ag: agonists of human muscarinic M4 receptor (CHRM4); P08173; CHO-K1 hM4/Gqi5, Fluo-8 calcium fluorescence; vehicle 0%, full acetylcholine response 100%; activation, % at 3 µM; actives 0.14% (n = 360,000); AID 624127;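 active = activation above the run mean over all test wells plus 3 SD, cut at about 32% in these data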;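 also: peak over basal fluorescence ratio per well then scaled between controls; 0% = DMSO wells and 100% = acetylcholine at EC100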
M5 ag: CHRM5 agonism in calcium assay; P08912; CHO-K1 hM5 cells, Fluo-8 calcium fluorescence; 0% DMSO wells, 100% maximal acetylcholine response; activation, % at 3 µM; actives 0.19% (n = 360,000); AID 624037;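 active = activation above the run's mean over test compounds plus 3 SD, cut at about 23% in these data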;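 also: signal is peak over basal fluorescence ratio across the kinetic read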
CHRM5 PAM: potentiates acetylcholine response at human M5 receptor; actives 0.3% (n = 360,000); P08912; AID 624038; activation, % at 3 µM; CHO-K1 hM5, Fluo-8 calcium, ACh EC20 PAM; 0% = ACh EC20, 100% = ACh EC100;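 active = activation above the run cutoff, the mean activation of all test compounds plus 3 SD, cut at about 18% in these data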
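Assay system: CHO-K1 hM5 cells. Also added: acetylcholine at EC20 concentration, added after compound. Dosing: 3 µM, single dose. Times: compound preincubation 140 s before EC20 acetylcholine addition. Signal: Fluo-8 calcium fluorescence. Measure: % activation relative to EC20 and EC100 ACh responses. Repeats: singlicate, one well per test compound.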
TAAR1 agonist: agonists of human TAAR1. Q96RJ0. CHO RD-HGA16 TAAR1, Fluo-8 calcium fluorescence; vehicle wells 0%, saturating PEA agonist 100%. activation, % at 3 µM. actives 0.99% (n = 360,000);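 active = activation above the mean activation of all test compounds in the run plus 3 SD, cut at about 38% in these data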
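Benchmarks: low control DMSO, high control PEA (EC100); System: CHO RD-HGA16 cells carrying human TAAR1 plus Gα16; Detection: Fluo-8 fluorescence, 5 s baseline then 140 s kinetic read; Schedule: 17-24 h plating, Fluo-8 75 min 37 °C, 30 min RT; Read-out basis: % activation from peak over basal fluorescence ratio, DMSO-to-PEA scaled.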
CHRM1 agonist: human M1 muscarinic receptor agonism. CHO-K1 hM1, Fluo-8 calcium fluorescence, agonist mode; 0% DMSO, 100% acetylcholine EC100. activation, % at 3 µM. actives 0.33% (n = 360,000);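 active = activation above the run's mean compound activation plus 3 SD, cut at about 16% in these data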;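 also: peak over basal fluorescence ratio within a 140 s kinetic read after compound addition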
M1 antag: human CHRM1 antagonism; CHO-K1 hM1, Fluo-8 calcium fluorescence, ACh EC80 antagonist; inhibition, % at 3 µM; actives 1.3% (n = 360,000);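 active = percent inhibition above its own plate's cutoff, namely the mean of that plate's compound wells plus 3 SD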;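 also: peak over basal fluorescence ratio during 140 s after agonist addition; 0% = ACh EC80 plus DMSO and 100% = DMSO alone without agonist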
M1 PAM: potentiates human M1 receptor response to acetylcholine; P11229; CHO-K1 hM1, Fluo-8 calcium fluorescence, ACh EC20; 0% = ACh EC20, 100% = maximal ACh; activation, % at 3 µM; actives 0.088% (n = 360,000); in the data active = activation above about 19%, passing the limit was not always enough
* marks the source's active call; other numbers are inactive results; nt = no result given. Only part of the results is shown, so the mix of outcomes need not match the whole.

The line under a structure holds: CHRM4 antagonist	CHRM5 antagonist	M4 ag	M5 ag	CHRM5 PAM	TAAR1 agonist	CHRM1 agonist	M1 antag	M1 PAM
1: Cc1cccc(C)c1NC(=O)CSc1nnnn1C
    11	7	0	2	4	1	2	-9	12
2: O=C(COC(=O)c1ccccc1-n1cnnn1)c1ccc(Br)cc1
    3	2	3	0	-1	1	-3	2	-2
3: O=C(NC1CCS(=O)(=O)C1)c1cccc(S(=O)(=O)N2CCCCC2)c1 (stereo not drawn)
    7	5	1	-10	3	18	-2	-1	-1
4: CCN(CC(=O)Nc1ccccc1OC)C(=O)CN1C(=O)NC(C)(c2ccc3ccccc3c2)C1=O (stereo not drawn)
    -1	1	3	0	-12	0	-2	-14	9
5: Cc1cc(C)n2c(SCc3ccc(Cl)cc3Cl)nnc2n1
    -22	-12	4	-3	0	30	-4	-5	1
6: Cc1cc(C)n(-c2ccc(Cl)c(C(=O)OCC(N)=O)n2)n1
    -4	-5	2	-2	2	2	-4	-6	4
7: COC(=O)C[C@@H]1C[C@@H]2c3cc(NC(=O)NC4CCCCC4)ccc3O[C@@H]2[C@H](CO)O1
    -5	-6	1	0	2	2	-1	-15	6
8: CCOC(=O)CCCNC(=O)CN1C(=O)NC(c2ccccc2)(c2ccccc2)C1=O
    3	5	1	-1	2	2	-3	-8	9
9: c1ccc(-c2ccc(-c3cn4c(n3)CCC4)cc2)cc1
    12	5	10	1	-7	3	-1	2	-1
10: C#CCOCCOCCOCCNc1nc(N2CCN(C(=O)[C@H](CCCN=C(N)N)n3cc(C(N)[C@@H](C)CC)nn3)CC2)nc(N2CCN(C(=O)[C@H](CC(N)=O)n3cc([C@@H](N)C(C)C)nn3)CC2)n1 (stereo partly drawn)
    -2	15	1	0	-5	0	-6	-12	4
11: CC(=O)c1ccccc1OCC(O)Cn1ccnc1 (stereo not drawn)
    0	3	2	-8	5	-1	-7	-5	-2
12: CCc1nc2ccccc2c(C(=O)OCC(=O)Nc2cccc(S(=O)(=O)NC3=NCCCCC3)c2)c1C
    13	17	8	-5	-11	5	-4	17	-5
13: COc1ccc(S(=O)(=O)N2CCCCCC2)cc1C(=O)N(C)Cc1cccs1
    -15	1	6	4	-4	5	-1	-3	-3
14: COc1ccc(NC(=O)c2cc(-c3ccc(C)cc3)on2)cc1OC
    -9	-8	1	3	9	1	2	-16	22
15: CC(CCc1ccccc1)NC(=O)CCNC(=O)Cn1ccc2ccccc2c1=O (stereo not drawn)
    -10	3	2	3	8	2	-3	-6	3
16: CN(CC(=O)O/N=C(\N)c1ccccn1)S(=O)(=O)c1ccc(Br)cc1
    3	1	1	3	-8	2	-3	-5	5
17: c1ccc(Cn2cc(-c3cccnc3)cn2)cc1
    -4	-9	1	2	10	4	-2	-18	16
18: Cc1ccc(-c2csc3ncnc(-n4cnc5ccccc54)c23)cc1
    3	3	-1	-3	-4	3	-8	14	-5
19: CCC1C(=O)N=C(SCC(=O)Nc2ccc(Br)cn2)NC1=O (stereo not drawn)
    2	-8	1	-4	2	1	-9	-12	13
20: CCCCN(C)CCNC(=O)CN1C(=O)CSc2ccc(S(=O)(=O)N3CCOCC3)cc21
    -1	13	0	-9	-4	1	-6	42*	-18
21: CC1CCN(Cc2nnnn2-c2ccc(Cl)cc2)CC1
    8	1	-1	-3	-2	1	-9	-9	6
22: Cc1ccc(S(=O)(=O)N2CCN(C(=O)COC(=O)COc3ccccc3)CC2)cc1
    1	6	0	-2	-6	3	-4	-3	4
23: CN1CCN(NC(=O)c2ccc(Cl)c([N+](=O)[O-])c2)CC1
    -11	12	0	-3	4	3	-3	5	5
24: O=C(CCS(=O)(=O)Cc1cccc(Cl)c1)NCCc1ccccc1
    -6	11	1	-2	-1	3	-5	-1	0
25: Cc1cccc(C)c1-n1nnnc1-c1nc2cc3ccccc3cc2[nH]c1=O
    16	18	5	7	9	4	nt	nt	nt
26: CCn1c(CNC(=O)C2CCCCC2)cc2ccccc21
    3	-2	0	-1	5	35	-5	-8	6
27: CC(c1ccccc1)N1C(=O)OC(C)(C)C1(C)O (stereo not drawn)
    -5	15	0	-1	-5	1	-3	-9	16
28: CC(C)C[C@H](NC(=O)N1CCn2c1nc1ccccc12)C(=O)NCc1ccc2c(c1)OCO2
    -16	9	6	0	-2	4	-2	-7	2
29: Cc1cc(C)n2nc(C(=O)Oc3ccc4c(c3)OCO4)nc2n1
    7	-5	0	-6	0	3	-3	-9	4
30: COc1ccc(Nc2nc3ccccc3n3cnnc23)cc1
    -20	0	9	-4	-8	1	0	-10	8

Pulled one by one from above:
The line under a structure holds: CHRM4 antagonist	CHRM5 antagonist	M4 ag	M5 ag	CHRM5 PAM	TAAR1 agonist	CHRM1 agonist	M1 antag	M1 PAM
8: CCOC(=O)CCCNC(=O)CN1C(=O)NC(c2ccccc2)(c2ccccc2)C1=O
    3	5	1	-1	2	2	-3	-8	9
12: CCc1nc2ccccc2c(C(=O)OCC(=O)Nc2cccc(S(=O)(=O)NC3=NCCCCC3)c2)c1C
    13	17	8	-5	-11	5	-4	17	-5
28: CC(C)C[C@H](NC(=O)N1CCn2c1nc1ccccc12)C(=O)NCc1ccc2c(c1)OCO2
    -16	9	6	0	-2	4	-2	-7	2
6: Cc1cc(C)n(-c2ccc(Cl)c(C(=O)OCC(N)=O)n2)n1
    -4	-5	2	-2	2	2	-4	-6	4
16: CN(CC(=O)O/N=C(\N)c1ccccn1)S(=O)(=O)c1ccc(Br)cc1
    3	1	1	3	-8	2	-3	-5	5

In a second layout: six of the compounds above.
cpd	Molecule	CHRM4 antagonist	CHRM5 antagonist	M4 ag	M5 ag	CHRM5 PAM	TAAR1 agonist	CHRM1 agonist	M1 antag	M1 PAM
23	CN1CCN(NC(=O)c2ccc(Cl)c([N+](=O)[O-])c2)CC1	-11	12	0	-3	4	3	-3	5	5
24	O=C(CCS(=O)(=O)Cc1cccc(Cl)c1)NCCc1ccccc1	-6	11	1	-2	-1	3	-5	-1	0
25	Cc1cccc(C)c1-n1nnnc1-c1nc2cc3ccccc3cc2[nH]c1=O	16	18	5	7	9	4	nt	nt	nt
26	CCn1c(CNC(=O)C2CCCCC2)cc2ccccc21	3	-2	0	-1	5	35	-5	-8	6
27	CC(c1ccccc1)N1C(=O)OC(C)(C)C1(C)O (stereo not drawn)	-5	15	0	-1	-5	1	-3	-9	16
28	CC(C)C[C@H](NC(=O)N1CCn2c1nc1ccccc12)C(=O)NCc1ccc2c(c1)OCO2	-16	9	6	0	-2	4	-2	-7	2

Next section
The line under a structure holds: CHRM4 antagonist	CHRM5 antagonist	M4 ag	M5 ag	CHRM5 PAM	TAAR1 agonist	CHRM1 agonist	M1 antag	M1 PAM
31: CCCCCCP(=O)(O)c1ccccc1
    8	-4	0	0	7	12	-3	11	1
32: O=C(C[n+]1ccccc1)Nc1nc2ccccc2s1
    -1	-5	1	-1	-1	0	-11	-7	-2
33: Cn1cccc1CNCC(O)c1ccccc1 (stereo not drawn)
    4	17	0	-2	-4	24	1	-13	15
34: CCOC(=O)Cn1nc(NC(=O)c2cc(OC)cc(OC)c2)cc1C
    -2	-3	1	1	-1	2	1	-11	14
35: COc1ccc(CC(=O)OCC(=O)Nc2ccc(F)cc2)cc1
    2	3	0	2	-4	1	-2	-4	4
36: COC(C(=O)Nc1ccccc1C(=O)N1CCOCC1)c1ccccc1 (stereo not drawn)
    1	9	1	-2	-6	1	-1	-19	9
37: Cc1ccccc1CN(c1ccc(C(N)=O)cc1)S(C)(=O)=O
    -3	3	1	1	1	3	-1	4	9
38: O=C(CN1CCN(c2ccccc2O)CC1)Nc1ccc2c(c1)OCCCO2
    0	2	1	1	-1	3	-3	0	2
39: O=C(O)c1cccc(Oc2ccc(C(=O)O)c([N+](=O)[O-])c2)c1
    7	-2	1	2	5	4	6	-5	2
40: COc1ccc(Nc2cc(C)nc3ncnn23)cc1
    4	7	-1	-4	-2	0	-4	-12	8
41: CCc1ccc(OCc2nnc(SCC(=O)N3CCOCC3)o2)cc1
    4	5	2	1	2	7	-4	4	0
42: CC(C)N1CCN(Cc2ccc(C#CC(C)(C)O)s2)CC1CCO (stereo not drawn)
    -1	-5	1	-4	7	4	-13	-5	2
43: COc1ccc(CNC(=O)c2csc(Cc3ccc(OC)cc3)n2)cc1
    -9	-3	3	-4	-1	3	-4	-10	5
44: CCc1nnc(NC(=O)C2CC(=O)N(Cc3ccco3)C2)s1 (stereo not drawn)
    -2	1	0	-4	-2	3	-2	-1	6
45: O=C(NCc1ccc2c(c1)OCO2)c1cccc(Cl)c1
    -18	-2	3	-3	0	1	-3	-5	6
46: COc1ccc(-n2c(SCC(=O)N/N=C(\C)c3cccnc3)nc3ccccc3c2=O)cc1
    -1	10	1	-2	-2	3	-3	-19	11
47: O=c1ccn(Cc2ccccc2Cl)cc1
    0	-3	2	1	0	3	-5	3	3
48: COc1ccc(-c2ccc(-c3cc(=O)oc4cc(OC)c(OC)c(OC)c34)cc2)cc1F
    -12	-7	1	1	3	0	-2	-21	12
49: COc1cccc(C(=O)NC(=S)Nc2nnn(C)n2)c1
    -8	-3	1	2	2	-1	-6	-7	7
50: C[C@@H]1CN(S(=O)(=O)C(C)(C)C)[C@H](CCO)/C1=C\c1ccccc1
    -1	4	2	0	-3	-1	-2	-6	4
51: O=C(O)CCC(=O)N1N=C(c2cccs2)CC1c1ccc(Br)cc1 (stereo not drawn)
    3	8	-1	-3	-2	4	-3	-3	3
52: CCOC(=O)C1=CCN(S(C)(=O)=O)C1c1ccc(C)cc1 (stereo not drawn)
    1	1	0	1	7	1	-3	7	0
53: NC1=NC(c2ccccc2C(F)(F)F)N(c2ccc(F)c(Cl)c2)C(N)=N1 (stereo not drawn)
    -1	11	7	-5	-6	27	-8	4	1
54: COc1ccc(OC)c(NC(=S)NC(=O)c2ccc(Br)o2)c1
    -8	-11	1	-5	10	0	-4	-2	1
55: COc1ccccc1NC(=O)c1ccccc1NC(=O)c1ccccc1C(=O)O
    -11	5	1	-5	-2	4	-2	-3	-1
56: Cc1ccc(C(=O)COC(=O)c2ccc3c(c2)C(=O)N(c2cccc4ncccc24)C3=O)cc1
    -15	-4	1	-2	13	2	1	-10	14
57: C/C(CC(=O)Nc1cc(Cl)ccc1Cl)=N\NC(=O)c1ccccc1Br
    -8	1	2	-5	-5	4	-3	-7	4
58: CCCC1=C/C(=C/c2ccc(-c3ccccc3OC)o2)C(=O)O1
    1	-4	0	-3	8	1	-5	-5	3
59: Brc1ccccc1-c1nnc2sc(Cc3ccccc3)nn12
    1	1	1	-1	-4	7	-3	-19	3
